Screens (PubChem)
BRCA1 expr act: qHTS Assay to Identify Small Molecule Activators of BRCA1 Expression; MCF7-BRCA1-FFLuc reporter, luminescence, 48 h; response scale: scaled: vehicle 0%, 10 µM genistein 100%; Potency, µM (series often up to 46.1 µM), without a hit: top-dose activation, actives largely listed as activators; actives 1.1% (n = 380,000); AID 624202, 2012; further: potency means the concentration at half of the fitted maximal effect; nearly all actives have a fitted effect of over 80% in size; some results filed as inactive show a strong effect at the top dose
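MCF7 cells carrying a BRCA1-firefly luciferase reporter (2000 cells/well, phenol-red free MEM) were attached for 2 h at 37 °C, then given compounds for 48 h. Luminescence was read 15 min after luciferase reagent; activity normalized to genistein (10 microM) and DMSO.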
B2AR arrestin: qHTS assay of beta-arrestin-biased ligands of beta2-adrenergic receptor; Potency, µM (doses to about 46.1 µM), for inactives: at the top dose activation, usual class: activators; beta-arrestin recruitment to beta2AR, cell-based reporter; Beta-2 adrenergic receptor (Homo sapiens), P07550; actives 0.02% (n = 330,000);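 further: potency means the concentration at half of the fitted maximal effect; 0% = DMSO controls and full agonism = EC100 isoproterenol or metaproterenol; nearly all actives have a fitted effect of over 65% in size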
uPA surface inh: qHTS for Inhibitors of Cell Surface uPA Generation; cell surface uPA generation assay, qHTS; Potency, µM (doses to about 38.3 µM), for the others: top-dose activity change, negative = inhibition, usual class: inhibitors; actives 0.31% (n = 330,000); AID 540303, 2011; active means well fitted inhibition curve with a large enough effect; inconclusive means small, poorly fitted or top-dose-only effect; inactive means no such curve, though single readings can be large or run the other way; tested in mouse RAW 264.7 cells; further: potency means the concentration at half of the fitted maximal effect; on the % scale 0 is the no-effect control and ±100 the full control effect; nearly all actives have a fitted effect of over 55% in size
p53 reactivation: qHTS assay for re-activators of p53 using a Luc reporter | H1299 p53-A138V BP100-luciferase reporter, luminescence, 24 h | Potency, µM (top dose mostly 92.2 µM), without a hit: at the top dose activity change, positive = activation, most hits filed as activators | actives 0.063% (n = 320,000); further: potency means the concentration at half of the fitted maximal effect; % of control where 0% means no effect; nearly all actives have a fitted effect of over 45% in size
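H1299 (p53-null), stable ts p53-A138V + BP100-Luc; 1000 cells/well, Opti-MEM/10% FBS; cpd 4 pt, 1:5; 24 h, 37 deg C, 5% CO2; detection reagent 10 min RT; luminescence.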
ELG1 genotoxic: qHTS screen for small molecules that induce genotoxicity in human embryonic kidney (HEK293T) cells expressing luciferase-tagged ELG1. HEK293T ELG1-luciferase reporter, luminescence, 16 h. Potency, µM (doses to about 46 µM), for the others: at the top dose activity change, positive = activation, hits mostly activators. actives 1.3% (n = 330,000). AID 504466, 2011; further: potency means the concentration at half of the fitted maximal effect; % of control where 0% means no effect; nearly all actives have a fitted effect of over 60% in size
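HEK293T cells expressing luciferase-tagged ELG1 were treated with compound or DMSO for 16 hr at 37°C. Luciferase activity was then read after 30 min with ONE-Glo at room temperature; rising signal flags genetic stress.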
S-ASM inh: Inhibitors of Secretory Acid Sphingomyelinase (S-ASM): qHTS. placental ASM, HMU-PC fluorogenic substrate, 60 min. Potency, µM (top dose mostly 57.5 µM), for inactives: at the highest dose activity change, negative = inhibition, hits mostly inhibitors. Sphingomyelin phosphodiesterase (Homo sapiens), P17405. actives 0.006% (n = 340,000); further: potency means the concentration at half of the fitted maximal effect
Target sequence (P17405 47-631 limits assumed): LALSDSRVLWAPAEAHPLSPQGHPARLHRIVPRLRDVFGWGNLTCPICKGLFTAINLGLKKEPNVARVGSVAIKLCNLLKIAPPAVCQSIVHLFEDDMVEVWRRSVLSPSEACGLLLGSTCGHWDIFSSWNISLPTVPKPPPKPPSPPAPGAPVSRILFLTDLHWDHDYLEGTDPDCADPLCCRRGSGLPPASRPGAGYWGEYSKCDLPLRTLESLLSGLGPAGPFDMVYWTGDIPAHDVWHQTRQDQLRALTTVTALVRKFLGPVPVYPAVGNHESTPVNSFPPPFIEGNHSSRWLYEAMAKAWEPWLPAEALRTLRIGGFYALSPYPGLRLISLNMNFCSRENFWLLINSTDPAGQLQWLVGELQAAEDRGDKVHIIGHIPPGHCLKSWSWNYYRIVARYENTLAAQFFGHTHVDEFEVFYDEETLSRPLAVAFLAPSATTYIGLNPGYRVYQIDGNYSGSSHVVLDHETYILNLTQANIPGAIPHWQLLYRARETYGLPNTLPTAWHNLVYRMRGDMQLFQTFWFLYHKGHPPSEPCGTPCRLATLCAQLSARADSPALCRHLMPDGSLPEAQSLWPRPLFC
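HMU-PC0 cleavage (9 uM final) by human placental ASM, 60 min at 37 °C following 10 min compound exposure at RT; stopped at pH 10, fluorescence Ex 386/Em 447 nm.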
TSG101-PTAP inh: qHTS Assay for Iinhibitors of HIV-1 Budding by Blocking the Interaction of PTAP/TSG101 | 340,000 tested, under 10 active | Potency, µM (series often up to 115 µM), for the others: at the top dose activity change, negative = inhibition, most hits filed as inhibitors | Tumor susceptibility gene 101 protein (Homo sapiens), Q99816 | AID 493005, 2010 | Fluorescence polarization, FITC-PTAP peptide / Tsg101 binding; active means well fitted inhibition curve with a large enough effect in the main read-out, with a control signal flat, not every such curve was filed as active; inconclusive means small, poorly fitted or top-dose-only effect, or effect the other way, or a change in a side signal; inactive means no such curve, though single readings can be large or run the other way; further: potency means the concentration at half of the fitted maximal effect; % of control where 0% means no effect
Target sequence (Q99816 whole entry, looked up): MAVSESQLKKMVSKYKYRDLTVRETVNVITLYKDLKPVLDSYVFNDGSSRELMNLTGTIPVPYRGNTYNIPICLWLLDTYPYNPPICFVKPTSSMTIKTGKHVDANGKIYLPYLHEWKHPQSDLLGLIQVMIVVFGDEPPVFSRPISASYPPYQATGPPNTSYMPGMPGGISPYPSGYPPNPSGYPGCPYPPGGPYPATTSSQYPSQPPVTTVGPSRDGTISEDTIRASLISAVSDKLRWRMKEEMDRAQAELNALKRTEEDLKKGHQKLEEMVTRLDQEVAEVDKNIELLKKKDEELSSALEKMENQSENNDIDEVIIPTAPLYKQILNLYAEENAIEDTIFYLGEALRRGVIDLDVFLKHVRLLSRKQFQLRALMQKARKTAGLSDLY
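FP read-out: FITC-PTAP peptide, 50 nM final, binding Tsg101 binding domain, 10 uM final; 20 min, r.t.; 10 mM HEPES pH 7.5, 0.15 M NaCl, 0.01% Tween 20, 3 mM EDTA, 0.1 mM TCEP.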
Integrin act MD: qHTS for Activators of Integrin-Mediated Alleviation for Muscular Dystrophy. actives 0.064% (n = 350,000). alpha7betagal myoblasts, beta-gal FDG fluorescence, 48 h. Potency, µM (highest dose often 38.3 µM), for the others: at the top dose activation, actives largely listed as activators;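 further: potency means the concentration at half of the fitted maximal effect; 100% = response of the positive control SU9516; nearly all actives have a fitted effect of over 60% in size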
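Alpha7betagal+/- myoblasts (passage 13) were plated 16-24 hr, then exposed to compounds (1:260 dilution of DMSO stock) for 48 hours at 37C. After MPER lysis, β-galactosidase reporter activity was read as FDG fluorescence (ex 480/em 540) after 30 minutes.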
USP2a inh: qHTS Assay for Inhibitors of Ubiquitin-specific Protease USP2a Using CHOP2 as the Reporter; USP2 core, Ub-CHOP2 coupled fluorogenic reporter, 485/531; AID 463254, 2010; Ubiquitin carboxyl-terminal hydrolase 2 (Homo sapiens), O75604; Potency, µM (doses to about 38.3 µM), for the others: top-dose activity change, negative = inhibition, usual class: inhibitors; actives 0.01% (n = 330,000);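 further: potency means the concentration at half of the fitted maximal effect; plate controls were DMSO wells for no effect and full inhibition by NEM control for full effect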
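USP2 core (10nM final) preincubated 30min RT with compound in 20mM Tris-HCl pH 8.0, 2mM CaCl2, 2mM beta-mercaptoethanol, 0.05% CHAPS; 25nM Ub-CHOP2 plus 25nM reporter substrate added, fluorescence (Ex485/Em531) read after 60min.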
Eya2 inh: qHTS Assay for Inhibitors of the Phosphatase Activity of Eya2. Protein phosphatase EYA2 (Homo sapiens), O00167. recombinant Eya2, OMFP fluorescence dephosphorylation (OMFP is methylfluorescein phosphate). Potency, µM (doses to about 76.9 µM), for the others: at the top dose activity, negative = inhibition, most hits filed as inhibitors. actives 0.006% (n = 330,000). AID 488837, 2010; further: potency means the concentration at half of the fitted maximal effect; on the % scale 0 is the no-effect control and ±100 the full control effect
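Eya2 (0.2 uM) preincubated 10 min at ambient with compound, then OMFP substrate added at 50 uM; 10 min reaction in 50 mM HEPES pH 7.5, 50 mM NaCl, 5 uM MgCl2, 0.05% BSA, 1 mM DTT. Fluorescence read at Ex 485/Em 525 nm.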
TRPV1 agonist: HTS Assay for Compounds that Act as Agonists of the Vanilloid Receptor 1; activation, % at 8.33 µM; actives 0.19% (n = 320,000); TRPV1-expressing cells, Fluo-8 calcium influx, agonist mode; AID 540275, 2011; in the data active means activation above about 80%; inconclusive means between about 30% and that limit; further: 0% is about no effect
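Cells expressing TRPV1 were dye-loaded with Fluo-8 and read kinetically: 10 s baseline, 3 min after compound (agonist portion), then 2 min after EC20 capsaicin (allosteric enhancer portion). Calcium-bound dye fluorescence at 480/520 nm.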
An asterisk follows results filed as active; ? = inconclusive; . = no result given; [ ] = remark or other dose. Unless noted, the call rests on the fitted dose curve; in most records, active means well fitted curve in the direction sought with a large enough effect; inconclusive means small, poorly fitted or top-dose-only effect, or another doubt; inactive means no such curve, though single readings can be large; an effect the other way counts as inactive or inconclusive.

SMILES | BRCA1 expr act | B2AR arrestin | uPA surface inh | p53 reactivation | ELG1 genotoxic | S-ASM inh | TSG101-PTAP inh | Integrin act MD | USP2a inh | Eya2 inh | TRPV1 agonist
COCC(=O)Nc1ccccc1Br | 1% | 0.0% | 5% | -3% | 2% | 6% | 0% | 37% | 2% | 2% | 0
O=C(CSc1nccn1Cc1ccccc1)Nc1ccccc1 | 15% | -0.7% | 5% | 0% | 0% | 2% | -1% | -4% | 0% | -1% | 24
N#C/C(=C\c1ccc(O)c(O)c1)C(=O)N1CCCC1 | -52% | -0.6% | ? | -2% | -4% | -3% | 1% | -36% | 0% | 2% | 1
CC(=O)Nc1ccc(N=Cc2ccc(OCc3ccccc3)cc2)cc1 | ? | -0.1% | -3% | ? | ? | 6% | 0% | -8% | 1% | 8% | 1
O=C(c1ccco1)N1CCN(c2ncnc3scc(-c4ccccc4)c23)CC1 | 0% | 0.3% | 4% | -4% | -5% | -3% | -11% | -40% | 0% | -14% | 0
COC(=O)c1ccc(COc2ccc3c4c(c(=O)oc3c2)CCC4)o1 | ? | -0.1% | 1% | 15% | 13% | 79%[activator] | -3% | 4% | -1% | 4% | 1
CC(=O)Nc1cccc(NC(=O)CSc2nc(=O)n(CCN3CCOCC3)c3c2CCCC3)c1 | 1% | 0.0% | 0% | 11% | 2% | -2% | -1% | 5% | 0% | -1% | -5
CC(C)C[C@@H](CNCC(=O)[C@H](CC(C)C)NC(=O)c1[nH]cnc1C(=O)N[C@@H](C)CN)NC(=O)c1nc[nH]c1C(=O)N[C@@H](CC(=O)O)C(=O)O | 0% | . | 12% | . | . | 11% | -1% | 14% | . | . | .
CC(C)(C)NC(=O)NC(=O)COC(=O)c1cccc(NS(=O)(=O)c2ccc(F)c(F)c2)c1 | -7% | -0.5% | 2% | 3% | -4% | -11% | -9% | -8% | 1% | -29% | -4
Cc1ccc(OCC(=O)N(Cc2nnc(-c3ccccc3Cl)o2)C2CC2)cc1C | -11% | 0.1% | 4% | 4% | 0% | -6% | -5% | -7% | -3% | 9% | 22
Cc1cc(C(=O)NCCN2C(=O)S/C(=C\c3cccs3)C2=O)ccc1[N+](=O)[O-] | 71% | 2.1% | -6% | 19% | 1% | -7% | -2% | 21% | -1% | 5% | -2
Cc1csc(=O)n1CC(=O)OCC(=O)Nc1ccc(C(N)=O)cc1 | -15% | 3.2% | -2% | 1% | 1% | 9% | 0% | 31% | 2% | 8% | -2
CC1CCCCC1NC(=O)c1nnc(Cc2ccc(Cl)cc2)o1 (centres undefined) | -2% | -0.3% | 4% | -2% | -1% | 2% | -1% | 9% | 1% | -9% | 19
NC(=O)CC[C@@H]1NC(=O)[C@@H]2CCCN2C(=O)c2cc([N+](=O)[O-])cc(I)c2NCCC[C@@H](C(=O)NC(CC(=O)O)C(N)=O)NC1=O (some centres undefined) | 8% | -0.4% | 4% | -7% | 2% | -6% | . | -1% | -1% | 7% | -1
O=C(O)c1ccccc1N1C(=O)C2C3CCC(C3)C2C1=O (centres undefined) | -3% | -0.4% | -9% | 0% | 0% | -1% | 1% | -41% | 0% | 4% | 1
Cn1c(SCC(=O)NCC2CCCO2)nnc1-c1c[nH]c2ccccc12 (centres undefined) | -10% | -0.4% | -5% | 4% | -12% | 3% | -3% | -5% | 0% | -8% | -7
NC(=O)c1ccccc1NC(=O)/C=C/c1ccccc1 | ? | -0.8% | -7% | ? | ? | 13% | -1% | -11% | 1% | -16% | ?
COc1ccc(/C=N/O)cc1COc1ccc(NC(C)=O)cc1 | -4% | -0.1% | -3% | -15% | 3% | 1% | 1% | -4%[7.66 µM] | -1% | -1% | -5
COc1ccccc1/C=N/NC(=Nc1ccc(C)cc1)c1nc2ccccc2s1 | . | 0.0% | . | -3% | ? | . | . | . | -1% | -9% | -3
CC[C@]1(c2ccccc2OC)C(=O)N(C(=O)OC)N1C(=O)OC | -15% | -0.6% | ? | -5% | -1% | 6% | -3% | -5% | 0% | -2% | 3
Cc1nn2c(NCCCN(C)C)c3c(nc2c1-c1ccccc1)CCCC3 | -76% | -0.7% | 2% | -5% | 2% | 38%[activator] | -3% | -32% | -6% | -7% | 16
CNC[C@H]1Oc2c(NS(=O)(=O)c3ccc(OC)cc3)cccc2C(=O)N([C@H](C)CO)C[C@H]1C | 14% | -0.1% | -1% | 0% | 2% | 1% | 2% | 34% | 1% | 8% | .
CN(c1ccccc1)S(=O)(=O)c1cccc(NC(=O)Cc2ccc(Cl)cc2)c1 | -58% | -0.5% | -1% | 5% | -8% | -4% | 0% | 6% | -4% | 6% | 7
Cc1cccc(C)c1NC(=O)C(NC(=O)CN1C(=O)c2ccccc2C1=O)c1ccccc1 (centres undefined) | -14% | -1.0% | -11% | 7% | 0% | -1% | -2% | 21% | 1% | 0% | 0
CN1CCN(C(=S)SCC(=O)N2CCCc3ccccc32)CC1 | -9% | -0.6% | 15% | 3% | 2% | 3% | -6% | 0% | 0% | -6% | 2
COc1ccc(F)cc1C(=O)C1CCCN(C(=O)c2cccc(N(C)C)c2)C1 (centres undefined) | -13% | -1.4% | 10% | -2% | -6% | -1% | -3% | 14% | 1% | -10% | 10
CC/C(=N\Nc1ccnc2cc(Cl)ccc12)c1ccc(O)cc1 | -71% | 4.6% | -4% | 1% | -3% | 15% | -2% | -39% | 1% | -9% | 18
Cc1nc(Nc2ccccc2F)c2nnn(Cc3ccccc3Cl)c2n1 | -27% | -0.2% | 10% | ? | 2% | 37% | 0% | -5% | 0% | -3% | 6
Cc1ccc(C23CC4CC(CC(C(=O)NN)(C4)C2)C3)cc1 | -28% | -0.1% | -9% | . | -6% | -4% | 0% | 15% | 3% | 8% | 2
NC(=O)CC(NC(=O)c1ccccc1)c1ccc(NCCOc2ccccc2)c([N+](=O)[O-])c1 (centres undefined) | -1% | 0.4% | -7% | -1% | 2% | -12% | 0% | 0% | -7% | -12% | -1
Cc1ccc(NC(=O)OCCNC(=O)c2ccncc2)cc1 | 57% | 0.0% | 2% | 2% | 8% | 0% | -4% | -9% | 2% | 4% | 10
Fc1ccc(-c2nnc(Cc3nnc(-c4ccc(F)cc4)o3)o2)cc1 | 1% | -0.2% | . | -7% | -1% | 1% | 1% | 1% | 3% | -11% | -2
CCCC(=O)Nc1nn(C)c2nc3c(C)cccc3cc12 | -36% | -2.8% | 1% | -2% | 2% | 180%[activator] | 3% | -1% | -1% | 9% | 2
CCOC(=O)CCSc1nc(C)c2cc(C)ccc2n1 | 10% | 0.0% | -7% | ? | 18µM* | 1% | -8% | -9% | 2% | -15% | 15
CC(C)COc1ccc(-c2nnn(CC(=O)N3CCCC3)n2)cc1 | 10µM* | 0.2% | 3% | ? | ? | 2% | -2% | 2% | 1% | 0% | 4
CSc1nc2ccc(NC(=O)c3c(-c4ccccc4)noc3C)cc2s1 | -67%[inhibitor] | 0.5% | -4% | -7% | -1% | -12% | -4% | 25% | 3% | -13% | -1
O=C1NC(=S)NC1=Cc1ccccc1O | 9% | . | 2% | . | . | -5% | -3% | -12% | . | . | .
CCCCn1nc2cc(C(=O)NCc3ccccc3)ccc2c1OCC | -10% | 0.4% | 4% | -7% | 0% | 36%[activator] | -3% | 6% | 1% | -7% | 23
COc1ccc(-c2nnc3ccc(SCC(=O)Nc4cc(C)on4)nn23)cc1 | . | 0.5% | . | -3% | 1% | . | . | . | 2% | 14% | 0
Cc1ccc(C(=O)NNC(=O)CSc2nnc3c(n2)[nH]c2ccc(F)cc23)cc1 | -5% | 0.3% | . | 4% | ? | 1% | -3% | 4% | -1% | -4% | -3
